Source: PubChem BioAssay (National Center for Advancing Translational Sciences (NCATS))
ERG Ets-DNA blk – qHTS for Small Molecule Inhibitors of the ERG Ets/DNA interaction; fluorescence polarization, His-ERG Ets domain / labelled DNA; AID 624246, 2012; Transcriptional regulator ERG (Homo sapiens), P11308; Potency, µM (series often up to 76.9 µM), without a hit: at the top dose FP activity, negative = inhibition, actives largely listed as inhibitors; actives 0.028% (n = 370,000); active = well fitted inhibition curve with a large enough effect in the polarisation, with a control signal flat; inconclusive = small, poorly fitted or top-dose-only effect, or effect the other way, or a change in a side signal; inactive = no such curve, though single readings can be large or run the other way; the % refers to the polarisation;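 note: polarization taken with two DNA probes labelled with fluorescein and Texas red; potency is the fitted concentration of half-maximal effect; % of control where 0% means no effect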
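His-tagged ERG Ets domain (1 uM in the protein solution; 300mM KCl, 50mM Tris-HCl, 1mM EDTA, 1mM DTT, pH 7.5) received compound, then a probe mix of 5 nM fluorescein-DNA and 100nM Texas-615-DNA. Fluorescence polarization was read for both dyes.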
APEX1 inh – qHTS Assay for Inhibitors of the Human Apurinic/apyrimidinic Endonuclease 1 (APE1). recombinant APE1, TAMRA/BHQ-2 abasic DNA cleavage fluorescence. Potency, µM (series often up to 65.8 µM), inactives show top-dose activity change, negative = inhibition, actives largely listed as inhibitors. actives 0.35% (n = 350,000). DNA repair nuclease/redox regulator APEX1 (Homo sapiens), P27695;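 note: potency is the fitted concentration of half-maximal effect; plate controls were vehicle for no effect and reference inhibitor for full effect; nearly all actives have a fitted effect of over 55% in size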
Target sequence (P27695 whole entry, looked up): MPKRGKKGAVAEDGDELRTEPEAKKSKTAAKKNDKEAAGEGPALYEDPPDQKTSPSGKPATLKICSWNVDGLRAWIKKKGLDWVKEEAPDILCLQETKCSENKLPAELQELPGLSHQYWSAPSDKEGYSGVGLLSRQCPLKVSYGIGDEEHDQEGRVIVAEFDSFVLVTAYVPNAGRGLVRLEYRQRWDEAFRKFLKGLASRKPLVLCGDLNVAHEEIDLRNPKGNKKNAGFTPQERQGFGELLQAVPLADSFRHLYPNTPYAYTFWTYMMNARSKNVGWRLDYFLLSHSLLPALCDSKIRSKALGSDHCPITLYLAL
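Readout is kinetic fluorescence (ex 525, em 598 nm) from cleavage of 50 nM TAMRA/BHQ-2 THF abasic duplex by 0.75 nM APE1, compound added 15 min beforehand at RT.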
POLH inh – qHTS for Inhibitors of Polymerase Eta; Potency, µM (top dose mostly 114 µM), for inactives: at the highest dose activity change, negative = inhibition, hits mostly inhibitors; DNA polymerase eta (Homo sapiens), Q9Y253; recombinant Pol eta, fluorescent DNA replication assay; actives 1.2% (n = 390,000); note: potency is the fitted concentration of half-maximal effect; % is set by controls: 0 for no effect and ±100 for the full control effect
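Pol eta (10 nM) was preincubated with compounds for 15 min at room temperature, after which fluorescent replication substrate (50 nM final) was added to start the reaction. Fluorescence was read kinetically at 0 and 10 min.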
12-LOX inh – Primary qHTS assay for inhibitors of human arachidonate 12S-lipoxygenase (ALOX12): Round 2; Polyunsaturated fatty acid lipoxygenase ALOX12 (Homo sapiens), P18054; purified 12hLO, xylenol orange hydroperoxide absorbance; Potency, µM (series often up to 108 µM), without a hit: at the top dose activity change, negative = inhibition, usual class: inhibitors; actives 1.1% (n = 580,000); AID 1671190, 2021; note: potency is the fitted concentration of half-maximal effect; % is set by controls: 0 for no effect and ±100 for the full control effect
Target sequence (P18054 whole entry, looked up): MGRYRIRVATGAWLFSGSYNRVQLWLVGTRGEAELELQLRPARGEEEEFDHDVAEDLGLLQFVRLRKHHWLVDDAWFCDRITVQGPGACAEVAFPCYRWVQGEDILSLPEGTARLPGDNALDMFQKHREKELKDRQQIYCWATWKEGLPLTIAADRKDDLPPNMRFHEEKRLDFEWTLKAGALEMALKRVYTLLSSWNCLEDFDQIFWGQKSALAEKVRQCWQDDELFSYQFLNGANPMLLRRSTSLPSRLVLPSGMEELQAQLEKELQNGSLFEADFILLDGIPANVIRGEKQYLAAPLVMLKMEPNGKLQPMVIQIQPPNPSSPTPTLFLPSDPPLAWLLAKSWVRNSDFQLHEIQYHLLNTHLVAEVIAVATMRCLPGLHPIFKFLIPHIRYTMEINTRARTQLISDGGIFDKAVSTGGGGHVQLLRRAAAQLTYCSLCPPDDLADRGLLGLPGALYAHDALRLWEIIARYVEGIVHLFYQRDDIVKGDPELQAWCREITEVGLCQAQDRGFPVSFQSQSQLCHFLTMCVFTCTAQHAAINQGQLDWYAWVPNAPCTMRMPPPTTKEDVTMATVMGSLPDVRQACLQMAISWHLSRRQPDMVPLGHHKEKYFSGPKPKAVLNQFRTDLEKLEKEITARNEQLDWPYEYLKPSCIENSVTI
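Hydroperoxide product was detected by ferrous iron/xylenol orange as the 573 to 405 nm absorbance ratio. Arachidonic acid at 40 uM (final) was turned over for 30 min at room temperature by 150 nM human 12hLO, pH 7.0 Hepes buffer, after 15 min compound preincubation.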
Anesthetic bind – qHTS Assay for Identification of Novel General Anesthetics; Potency, µM (series often up to 77.5 µM), for the others: at the top dose activity change, negative = displacement, actives largely listed as inhibitors; AID 485281, 2010; actives 0.074% (n = 350,000); Ferritin light chain (Equus caballus), P02791; apoferritin/1-aminoanthracene competitive binding, fluorescence; note: potency is the fitted concentration of half-maximal effect; % is set by controls: 0 for no effect and ±100 for the full control effect; nearly all actives have a fitted effect of over 20% in size
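10 uM apoferritin + 50% sat. 1-AMA, PBS; cpd 10 min RT; Ex380/Em535 endpoint; normalized to free probe vs complex; 4-param Hill fit; propofol titration as pos. ctrl.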
RGS4 inh – Inhibitors of Regulator of G Protein Signaling (RGS) 4: qHTS; Regulator of G-protein signaling 4 (Homo sapiens), P49798; Transcreener GDP fluorescence polarization, RGS4-accelerated GTP hydrolysis; Potency, µM (top dose mostly 114 µM), for the others: at the highest dose activity change, negative = inhibition, usual class: inhibitors; actives 0.039% (n = 390,000); AID 504845, 2011; note: potency is the fitted concentration of half-maximal effect; % is set by controls: 0 for no effect and ±100 for the full control effect; nearly all actives have a fitted effect of over 75% in size; some results filed as inactive show a strong effect at the top dose
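MLSMR compounds (23 nl, pin-transferred) preincubated 10 min at room temperature with a 500nM (2x) first reagent, then RGS4 at 900nM (2x) plus Transcreener GDP mix added; fluorescence polarization (620/688 nm) read before and after 90 min at 30 °C.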
POLK inh – qHTS for Inhibitors of Polymerase Kappa. purified Pol kappa, fluorescent DNA synthesis assay, 10 min. Potency, µM (doses to about 107 µM), inactives show top-dose activity, negative = inhibition, actives largely listed as inhibitors. actives 0.53% (n = 400,000). AID 588579, 2011; note: potency is the fitted concentration of half-maximal effect; % is set by controls: 0 for no effect and ±100 for the full control effect
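First, compounds were pin-transferred onto 10 nM Pol kappa. After 15 min at room temperature, substrate was added to 50 nM final. Fluorescence was then measured kinetically at 0 and 10 min.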
Pol beta inh – qHTS Assay for Inhibitors of DNA Polymerase Beta. P06746. Pol beta primer extension/strand displacement, fluorescence kinetic. Potency, µM (series often up to 114 µM), inactives show top-dose activity change, negative = inhibition, actives largely listed as inhibitors. actives 1.3% (n = 340,000). AID 485314, 2010; note: potency is the fitted concentration of half-maximal effect; % is set by controls: 0 for no effect and ±100 for the full control effect
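Kinetic readout of DNA synthesis with strand displacement by Pol beta. Compound and 10 nM enzyme sit 15 min at room temperature; 50 nM substrate starts the reaction, read immediately and at 10 min.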
LDHA block – qHTS assay for inhibitors of human lactate dehydrogenase. activity change, % (values are at about 110 or 230 µM). actives 0.15% (n = 480,000). L-lactate dehydrogenase A chain (Homo sapiens), P00338. purified LDHA, NADH/diaphorase-resazurin fluorescence; stronger effect = lower value; in the data active = activity change below about -30%; inconclusive = mostly about -25% to -30%;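 note: plate controls were DMSO wells for no effect and wells without enzyme for full effect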
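Resorufin fluorescence (ex540/em590), read at 0 and 20 min after diaphorase/resazurin addition, reports the NADH left after a 5 min room-temperature reaction of 2 nM human LDH5 with 0.06 mM NADH and 0.2 mM pyruvate.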
* hit, by the source's call; [ ] = remark or other dose. Unless noted, calls come from the whole dose curve; as a rule, active = well fitted curve in the direction sought with a large enough effect; inconclusive = small, poorly fitted or top-dose-only effect, or another doubt; inactive = no such curve, though single readings can be large; an effect the other way counts as inactive or inconclusive. Not all compounds are listed. The share of hits here may be higher or lower than overall.

How did COCCOC(=O)C1=C(C)N=C2SCCC(=O)N2C1c1ccc(C(=O)OC)cc1 (stereo not given) do in these assays?
ERG Ets-DNA blk: -4%; APEX1 inh: 10%; POLH inh: 2%; 12-LOX inh: -10%; Anesthetic bind: inconclusive; RGS4 inh: 9%; POLK inh: -17%; Pol beta inh: 28%; LDHA block: -8

Results for CCCOc1cccc(-c2nnc(NC(=O)c3ccco3)s2)c1 ?
ERG Ets-DNA blk: 13%; APEX1 inh: 39%; POLH inh: inconclusive; 12-LOX inh: -9%; Anesthetic bind: -14%; RGS4 inh: -2%; POLK inh: -11%; Pol beta inh: -3%; LDHA block: 0

How did Cc1ccc(S(=O)(=O)N2CCN(c3ccc([N+](=O)[O-])cn3)CC2)cc1 do in these assays?
ERG Ets-DNA blk: -4%; APEX1 inh: -1%; POLH inh: -1%; 12-LOX inh: inconclusive; Anesthetic bind: -5%; RGS4 inh: -21%; POLK inh: 0%; Pol beta inh: -22%; LDHA block: -6

How did CN(c1ccccc1)S(=O)(=O)c1cccc(NC(=O)CCNC(=O)c2ccc([N+](=O)[O-])cc2)c1 do in these assays?
ERG Ets-DNA blk: 4%; APEX1 inh: -5%; POLH inh: -9%; 12-LOX inh: inconclusive; RGS4 inh: 4%; POLK inh: -11%; LDHA block: -6

What do the screens show for `CCOC(=O)C1CCN(S(=O)(=O)NC[C@H]2O[C@@H](n3cnc4c(N)ncnc43)[C@H](O)[C@@H]2O)C1` (stereo not given in full)?
ERG Ets-DNA blk: 11%; APEX1 inh: 4%; POLH inh: 1%; 12-LOX inh: 10%; RGS4 inh: 32%; POLK inh: -10%; LDHA block: -6

How did COc1ccc(Nc2cc(C)nc(N)n2)cc1 do in these assays?
ERG Ets-DNA blk: -11%; APEX1 inh: -2%; POLH inh: -12%; 12-LOX inh: 15%; Anesthetic bind: -1%; RGS4 inh: -9%; POLK inh: 2%; Pol beta inh: 97%; LDHA block: 2

Results for CCOc1ccc(S(=O)(=O)Nc2cccc(N(C)S(C)(=O)=O)c2)cc1 ?
ERG Ets-DNA blk: -3%; APEX1 inh: -9%; POLH inh: -19%; 12-LOX inh: 4%; Anesthetic bind: 0%; RGS4 inh: -3%; POLK inh: -15%; Pol beta inh: -1%; LDHA block: -3

Results for Cc1ccc(C(c2cc(Br)ccc2O)N2CCSCC2)cc1 (stereo not given) ?
ERG Ets-DNA blk: -9%; APEX1 inh: 5%; POLH inh: -19%; 12-LOX inh: 26%; RGS4 inh: -8%; POLK inh: -3%; LDHA block: 0

Results for CC(=O)c1cccc(NC(=O)CN2C(=O)COc3ccc(S(=O)(=O)N4CCOCC4)cc32)c1 ?
ERG Ets-DNA blk: -3%; APEX1 inh: 28%; POLH inh: -10%; 12-LOX inh: 1%; Anesthetic bind: -9%; RGS4 inh: inconclusive; POLK inh: 7%; Pol beta inh: 17%; LDHA block: 0

What do the screens show for `CCOc1ccc(-c2nnc(-c3ccccc3)o2)cc1`?
ERG Ets-DNA blk: -2%; APEX1 inh: -2%; POLH inh: -8%; 12-LOX inh: 443%[activator]; Anesthetic bind: 0%; RGS4 inh: -30%; POLK inh: -4%; Pol beta inh: 9%; LDHA block: -6

What do the screens show for `Fc1ccccc1-c1nc(-c2cnccc2C(F)(F)F)no1`?
ERG Ets-DNA blk: 16%; APEX1 inh: -1%; POLH inh: -8%; 12-LOX inh: 6%; Anesthetic bind: -13%; RGS4 inh: -8%; POLK inh: 4%; Pol beta inh: -21%; LDHA block: -6

How did CCCC(=O)N1CCN(c2ccc(NC(=O)c3cc4ccccc4o3)cc2Cl)CC1 do in these assays?
ERG Ets-DNA blk: 15%; APEX1 inh: -6%; POLH inh: -13%; 12-LOX inh: 120%[activator]; Anesthetic bind: 21%; RGS4 inh: -17%; POLK inh: 0%; Pol beta inh: -5%; LDHA block: -3

Results for COc1cc(CNc2nc3ccccc3[nH]2)cc(OC)c1OC ?
ERG Ets-DNA blk: -4%; APEX1 inh: 14%; POLH inh: 0%; 12-LOX inh: 0%; Anesthetic bind: 4%; RGS4 inh: -16%; POLK inh: -8%; Pol beta inh: 5%; LDHA block: -11

Results for NC(=O)c1c(NC(=O)c2ccc(S(=O)(=O)N3CCOCC3)cc2)sc2c1CCCCC2 ?
ERG Ets-DNA blk: 13%; APEX1 inh: -3%; POLH inh: -13%; 12-LOX inh: -28%; Anesthetic bind: -13%; RGS4 inh: -7%; POLK inh: 4%; Pol beta inh: 17%; LDHA block: -4

What do the screens show for `COc1ccc(CN(C)CC(=O)Nc2cc3oc4ccccc4c3cc2OC)c(OC)c1`?
APEX1 inh: 10%; POLH inh: -16%; 12-LOX inh: -6%; Anesthetic bind: 60%[activator]; RGS4 inh: -15%; POLK inh: -2%; Pol beta inh: 18%; LDHA block: -2

How did Cc1ccc(NC(=O)c2ccc(COc3ccccc3[N+](=O)[O-])o2)nc1 do in these assays?
ERG Ets-DNA blk: 11%; APEX1 inh: -19%; POLH inh: -19%; 12-LOX inh: inconclusive; RGS4 inh: -10%; POLK inh: 5%; LDHA block: 1

Results for CCn1ccnc1CN1CCCC(C(=O)c2ccc3cc(OC)ccc3c2)C1 (stereo not given) ?
ERG Ets-DNA blk: 4%; APEX1 inh: 3%; POLH inh: -16%; 12-LOX inh: 3%; Anesthetic bind: -17%; RGS4 inh: -31%; POLK inh: 8%; Pol beta inh: 19%; LDHA block: 4

How did O=C(CSc1nnc(C2CCCCC2)o1)N1CCCCC1 do in these assays?
ERG Ets-DNA blk: 4%; APEX1 inh: -2%; POLH inh: -8%; 12-LOX inh: -22%; Anesthetic bind: -14%; RGS4 inh: -33%; POLK inh: 13%; Pol beta inh: 12%; LDHA block: 2

What do the screens show for `O=C1c2ccccc2C(=O)c2c1cccc2N1CCN(C/C=C/c2ccccc2)CC1`?
ERG Ets-DNA blk: -16%; POLH inh: -15%; 12-LOX inh: -11%; RGS4 inh: 2%; POLK inh: -3%; LDHA block: 3

How did CN1C2C=C3C(C#N)=C(N)C(C#N)(C#N)[C@@H](c4cccs4)C3C1CC2 (stereo not given in full) do in these assays?
ERG Ets-DNA blk: -4%; APEX1 inh: -1%; POLH inh: -8%; 12-LOX inh: 0%; Anesthetic bind: -2%; RGS4 inh: -13%; POLK inh: -17%; Pol beta inh: 32%; LDHA block: 13

Results for O=C(c1ccc(Cl)cc1Cl)N1CCOCC1 ?
ERG Ets-DNA blk: -8%; POLH inh: -23%; 12-LOX inh: -13%; RGS4 inh: -6%; POLK inh: -8%; LDHA block: -4

How did CCOC(=O)c1c(NC(=O)c2ccnn2C)sc(C)c1C do in these assays?
ERG Ets-DNA blk: 0%; APEX1 inh: -4%; POLH inh: -15%; 12-LOX inh: 0%; Anesthetic bind: -11%; RGS4 inh: -2%; POLK inh: -15%; Pol beta inh: 28%; LDHA block: -7

How did O=C(CC1N=C2c3ccccc3N=C(SCC(=O)Nc3ccc(F)cc3)N2C1=O)NCc1cccs1 (stereo not given) do in these assays?
ERG Ets-DNA blk: 3%; POLH inh: -9%; 12-LOX inh: inconclusive; Anesthetic bind: -2%; RGS4 inh: -6%; POLK inh: -1%[60.1 µM]; Pol beta inh: 40%; LDHA block: -9

What do the screens show for `Cc1cc(C)c(C(=O)/C=C/c2cccs2)c(=O)[nH]1`?
ERG Ets-DNA blk: 0%; APEX1 inh: 2%; POLH inh: -1%; 12-LOX inh: -3%; Anesthetic bind: -23%; RGS4 inh: 9%; POLK inh: 6%; Pol beta inh: 20%; LDHA block: -2

Results for O=C(c1ccco1)N1CCN(Cc2cn[nH]c2-c2cccc3ccccc23)CC1 ?
ERG Ets-DNA blk: 8%; APEX1 inh: 1%; POLH inh: -12%; 12-LOX inh: -7%; Anesthetic bind: -4%; RGS4 inh: 19%; POLK inh: 10%; Pol beta inh: 16%; LDHA block: -1

What do the screens show for `NNC(=O)COc1cccc(Oc2ccccc2)c1`?
ERG Ets-DNA blk: -5%; APEX1 inh: inconclusive; POLH inh: -16%; 12-LOX inh: 4%; Anesthetic bind: inconclusive; RGS4 inh: -25%; POLK inh: -7%; Pol beta inh: 2%; LDHA block: -7

How did CSc1ccc(C(=S)N2CCN(CCO)CC2)cc1 do in these assays?
APEX1 inh: 0%; POLH inh: 1%; 12-LOX inh: -27%; Anesthetic bind: -1%; RGS4 inh: inconclusive; POLK inh: -3%; Pol beta inh: inconclusive; LDHA block: -7
